GPR151 ag = activators of human GPR151, primary screen, cell-based, PathHunter beta-arrestin, luminescence | PathHunter beta-arrestin GPR151 cells | G-protein coupled receptor 151 (Homo sapiens), Q8TDV0 | activation, % at 11.2 µM | 650,000 tested, 1% active; in the data active means activation above about 4.9%;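 further: 0% = median of compound wells and 100% = cells with positive control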
Target sequence (Q8TDV0 whole entry, looked up): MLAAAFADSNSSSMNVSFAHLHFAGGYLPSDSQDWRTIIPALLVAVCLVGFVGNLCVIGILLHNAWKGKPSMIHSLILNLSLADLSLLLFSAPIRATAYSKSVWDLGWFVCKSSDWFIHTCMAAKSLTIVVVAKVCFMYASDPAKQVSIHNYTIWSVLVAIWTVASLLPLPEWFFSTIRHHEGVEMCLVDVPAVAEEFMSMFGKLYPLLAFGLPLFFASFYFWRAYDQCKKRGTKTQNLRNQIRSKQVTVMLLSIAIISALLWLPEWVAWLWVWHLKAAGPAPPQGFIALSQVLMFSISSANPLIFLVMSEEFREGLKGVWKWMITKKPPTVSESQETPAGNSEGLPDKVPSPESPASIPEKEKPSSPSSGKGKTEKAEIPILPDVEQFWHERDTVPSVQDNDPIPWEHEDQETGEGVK
TEAD-YAP inh = TEAD-YAP interaction inhibition, primary screen, TEAD-YAP interaction inhibitor project, luminescence, HEK-TIYL cells; TEAD-Gal4/YAP UAS-luciferase luminescence; inhibition, % at 9.12 µM; AID 1259422, 2018; 640,000 tested, 1.4% active; in the data active means inhibition above about 32%;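 further: 0% = median of test compound wells and 100% = reference inhibitor wells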
FBW7 activator = FBW7 E3 ligase activators, primary screen, biochemical, AlphaScreen, human. F-box/WD repeat-containing protein 7 (Homo sapiens), Q969H0. AlphaScreen FBW7–phospho-cyclin E peptide binding, activator screen. normalized activity (activation), % at 26.1 µM. 650,000 tested, 0.13% active. AID 1259310, 2017; in the data active means normalized activity above about 1.9%;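 further: purified mutant Fbw7 with reduced substrate affinity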
MITF primary = MITF inhibitors, primary screen, biochemical, AlphaScreen, human | inhibition, % at 2.6 µM | 650,000 tested, 0.91% active | AID 1259374, 2018 | AlphaScreen MITF homodimerization, bead proximity signal; in the data active means inhibition above about 50%;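 further: 0% = vehicle wells with protein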
Target sequence (O75030 whole entry, looked up): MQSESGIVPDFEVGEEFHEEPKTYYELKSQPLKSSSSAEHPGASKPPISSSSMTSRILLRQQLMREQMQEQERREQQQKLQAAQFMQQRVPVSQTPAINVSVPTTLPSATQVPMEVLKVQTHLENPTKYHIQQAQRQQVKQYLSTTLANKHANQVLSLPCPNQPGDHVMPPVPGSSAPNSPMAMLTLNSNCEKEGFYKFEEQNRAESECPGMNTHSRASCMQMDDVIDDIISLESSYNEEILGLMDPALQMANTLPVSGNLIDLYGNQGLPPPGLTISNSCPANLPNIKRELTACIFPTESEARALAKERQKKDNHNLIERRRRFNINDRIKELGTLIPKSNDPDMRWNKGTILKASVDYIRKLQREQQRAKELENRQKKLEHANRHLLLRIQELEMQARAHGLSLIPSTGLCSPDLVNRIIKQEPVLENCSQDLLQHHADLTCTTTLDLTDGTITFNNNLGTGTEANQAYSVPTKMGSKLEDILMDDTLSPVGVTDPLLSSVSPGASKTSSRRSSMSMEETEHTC
* = called active by the depositor.

SMILES	GPR151 ag	TEAD-YAP inh	FBW7 activator	MITF primary
COc1ccc(N2CCSC2C(N)=O)cc1 (configuration not stated)	2.1	-1	0.1	-5
CCOCCC(=O)N1CCc2ccccc21	-0.5	-19	-0.1	-1
O=C(NCCO)c1cccc(-c2cnc3ccc(NCc4ccc(F)cc4)nn23)c1	-0.5	1	-0.2	-17
COc1ccccc1C(=O)N1CCN2C(=O)[C@@H](Cc3ccccc3)NC(=O)[C@H]2C1	0.8	1	1.1	4
O=C(CSc1nc(-c2ccccc2)cc(=O)[nH]1)NCC1CCCO1 (configuration not stated)	-1.8	-4	0.0	-10
Cc1cc(/C=N/n2cnnc2)c(C)n1-c1cccc(Cl)c1	-1.5	2	-0.2	20
COc1cc(-c2nc3ccccc3c(=O)n2Cc2c(F)cccc2F)cc(OC)c1OC	0.7	-4	0.0	9
CC(=O)c1cccc(-c2nc(C(=O)NC3CC3)cs2)c1	-0.6	-4	0.0	1
Cc1cc(C(=O)N2CCCc3ccccc32)no1	0.7	8	-0.1	2
Cc1ccc(CN2CCC(C3(C)NC(=O)N(C4Cc5ccccc5C4)C3=O)CC2)o1 (configuration not stated)	0.1	1	0.0	1
COc1ccc(C(=O)COC(=O)c2ccc(N)cc2)cc1	-1.9	-71	0.1	-2
CCN(CCN(C)C)Cc1ccccc1C(F)(F)F	-0.9	-6	-0.1	44
C/C(N)=C(/C#N)C(=O)COC(=O)[C@@H](NC(=O)c1ccccc1C)C(C)C	-0.8	3	-0.1	-7
C=CCOc1nc2c(c(=O)n(Cc3ccccc3)c(=O)n2C)n1C	-1.1	-2	-0.1	-10
CCOc1ccc(-c2csc(NC(=O)c3ccc(S(=O)(=O)N4CCCc5ccccc54)cc3)n2)cc1	0.2	0	-0.1	0
CC1=C(C(=O)Nc2ccccc2)C(c2cccs2)n2c(s/c(=C/c3cc(Br)c(Br)o3)c2=O)=N1 (configuration not stated)	-1.0	3	-0.1	10
NS(=O)(=O)c1ccc(NC(=S)NC(=O)c2ccc(F)c(F)c2)cc1	1.1	5	-0.1	3
COC(=O)c1c(S(=O)(=O)N2C[C@@H](C)O[C@@H](C)C2)sc2c1CCN(CC(C)C)C2	-1.1	-9	0.1	16
COc1cccc(C(=O)Nc2c3c(nn2-c2cccc(Cl)c2)CSC3)c1	1.4	11	-0.1	37
O=S(=O)(NCCCc1ccccc1)c1cccc2nsnc12	-0.3	-5	-0.1	-1
Cc1cccc(-c2cnc(C)nc2C2CCCN(C(=O)c3ccc(-n4ccnc4)cc3)C2)c1 (configuration not stated)	-0.7	-13	0.0	8
CC(C)(C)SCCNC(=O)CN(c1cccc(Br)c1)S(C)(=O)=O	-1.1	7	0.0	14
O=C(CCc1nnc(CCCc2ccccc2)o1)N1CCc2ccccc2C1	-1.0	-51	0.0	6
CC(=O)NC1=NC(=O)/C(=C\c2ccccc2OCc2ccc(C(=O)O)cc2)S1	0.0	5	0.1	10
Cc1c(C)n2c3c(=O)n(C)c(=O)n(C)c3nc2n1CC(=O)c1ccc(Cl)cc1	0.4	1	0.0	-2
SMILES	GPR151 ag	TEAD-YAP inh	FBW7 activator	MITF primary
CN1C(=N)S/C(=C/c2cccc([N+](=O)[O-])c2)C1=O	-0.5	-2	0.1	17
Cn1cc(/C=C/c2nc3ccccc3c(=O)[nH]2)c2ccccc21	-0.1	-33	-0.1	-2
COc1cccc(C2CC(c3ccccc3)=NN2C(=O)CCC(=O)O)c1OC (configuration not stated)	-1.5	-1	-0.1	3
O=C(Cc1ccc(Br)cc1)N1CCN(c2ccc(F)cc2)CC1	-1.8	1	0.6	12
S=C1NCN(Cc2ccco2)CN1c1cccc(Cl)c1	2.1	7	0.0	-3
COc1ccc(S(=O)(=O)NCCNc2nc3c(C)c(C)ccc3cc2C#N)cc1	0.9	3	-0.3	-3
COc1ccc(S(=O)(=O)Nc2ccc3nc(SC)sc3c2)cc1[N+](=O)[O-]	0.8	5	0.1	6
Cn1cc(CCC(=O)NCCCN2CCC(N3CCCCC3)CC2)c2ccccc21	0.3	-7	-0.1	-41
CC(C)Oc1ccc(C2CC(=O)N(c3ccc(N(C)C)cc3)C2=O)cc1 (configuration not stated)	2.5	0	0.0	-6
CCn1c(-c2ccccc2)nn(CNc2ccccc2)c1=S	-0.6	5	0.5	7
C=CCOc1ccc(-c2nn(-c3ccccc3)cc2C2NC(=O)NC(C)=C2C(=O)OC)cc1 (configuration not stated)	2.1	-3	0.0	-5
CC(C)c1onc(C(=O)N2CCCCC2C)c1[N+](=O)[O-] (configuration not stated)	-0.2	2	0.1	6
CCC(C)(C(=O)NC1CCCC1)N(Cc1ccco1)C(=O)CC1NC(=O)NC1=O (configuration not stated)	-0.4	4	-0.1	3
COc1ccc(-c2noc(CCC(=O)N3CCN(c4ccc(OC)cc4)CC3)n2)cc1	-0.4	-2	0.3	8
COc1cc2c(cc1OC)C(COc1ccc([N+](=O)[O-])cc1)N(C(=O)Nc1ccccc1)CC2 (configuration not stated)	-2.7	3	0.4	15
CCNc1nc(-c2ccc(C)cc2)cs1	-1.8	-55	-0.1	1
CC(NC(=O)c1cccc(C(F)(F)F)c1)C1CCCO1 (configuration not stated)	-0.4	0	-0.2	-2
Nc1nc(SCC(=O)Nc2ccc3c(c2)OCCO3)[nH]c(=O)c1NC(=O)c1ccco1	-1.0	4	0.2	6
Cc1ccc(S(=O)(=O)N(CCO)Cc2cc3cc(C)cc(C)c3[nH]c2=O)cc1	-0.6	-11	-0.1	-6
Cc1cc(CNC(=O)c2cc(COc3c(F)cccc3F)on2)on1	-0.6	-48	0.0	-10
CCOc1ccccc1OCCCOc1ccccc1[N+](=O)[O-]	0.0	-47	0.3	8
C=CCOc1ccc2c(C)c(Cc3ccccc3)c(=O)oc2c1C	-0.7	0	0.0	2
NC(C(=O)O)C1CC(Cl)=NO1 (configuration not stated)	-1.2	16	-0.1	16
O=C(O)/C=C\C(=O)Nc1ccc(-c2ccccc2)cc1	1.4	8	0.0	-6
Cn1c(CNc2nc(-c3ccccc3)cs2)nnc1SCC(=O)Nc1ccccc1	1.5	5	-0.1	-7
SMILES	GPR151 ag	TEAD-YAP inh	FBW7 activator	MITF primary
COc1ccc2[nH]c3c(=O)n(CCCC(=O)N4CCCCC4C)c(=S)[nH]c3c2c1 (configuration not stated)	1.4	16	-0.2	-6
COc1cc(-c2nnc(SCC(=O)NC(=O)NC(C)C)o2)cc(OC)c1OC	0.4	-5	-0.3	-1
CC(=O)c1cccc(-c2nc3ccc(C(=O)NCCN(C(C)C)C(C)C)cc3s2)c1	1.1	-35	0.0	6
CCc1ccccc1NC(=S)N(CCCN1CCN(C)CC1)Cc1cccs1	0.7	10	-0.1	10
Cc1ccc2c(c1)-c1c(cnn1CC(=O)NCCOC13CC4CC(C)(CC(C)(C4)C1)C3)CO2	-0.2	11	0.0	0
Fc1ccccc1CSc1nc(NCCc2ccccc2)c2ccccc2n1	0.4	10	1.1	-1
O=C(NCc1ccccc1)C(O)(c1ccc(F)cc1)c1ccc(F)cc1	1.5	-9	0.1	12
Cc1ccc(-c2nc(N3CCN(c4cccc(Cl)c4)CC3)c3ccccc3n2)cc1	0.6	5	-0.2	-2
NC(=O)COc1ccc(C2NC(=S)NC(c3ccccc3)=C2C(=O)c2ccccc2)cc1 (configuration not stated)	1.1	-1	-0.2	4
CN(CC(=O)Nc1cccc(F)c1)S(=O)(=O)c1cnc[nH]1	-1.1	2	0.3	17
O=C(CSc1ccc(-c2ccncc2)nn1)c1ccccc1	-0.5	-7	0.3	10
CC(=O)N1CCc2c(sc3c2c(=O)n(-c2ccccc2C(F)(F)F)c(=O)n3C)C1	0.3	-5	0.4	17
CC(C)NC(=O)CN1CCN(c2ncccn2)CC1	-0.6	2	0.3	11
c1ccc(-c2cc(NCCCn3ccnc3)nc(-c3cccnc3)n2)cc1	1.2	15	-0.7	53*
CC(C)NC(=O)c1ccccc1NC(=O)c1ccc(NS(=O)(=O)c2ccccc2)cc1	0.3	-12	0.1	-10
CC(NC(=O)c1ccccc1)C(=O)OCc1cnc(-c2ccccc2)o1 (configuration not stated)	-0.4	2	0.0	-9
CCC(C)NC(=O)Nc1ccc2ccccc2c1 (configuration not stated)	0.9	-38	0.2	21
O=C(c1cccc(Cl)c1)n1nc(-c2cccnc2)nc1NCc1ccccc1	0.5	-5	-0.1	-3
COc1ccc(/C=C2\C=C(c3ccccc3)N(c3cccc(C(=O)O)c3)C2=O)cc1Br	0.8	-21	-0.1	1
Cc1ccc(S(=O)(=O)NCCNc2ccccc2[N+](=O)[O-])cc1	0.7	-5	-0.2	-2
COc1cc(OC)cc(-n2nc(C(=O)NCc3ccccc3OC)c3ccccc3c2=O)c1	2.0	-2	-0.1	-6
O=C1C(=O)N(CCO)C(c2ccc(F)cc2)/C1=C(/O)c1ccccc1 (configuration not stated)	1.6	5	0.1	4
CC(C)(C)C(=O)Nc1ccc([N+](=O)[O-])c(NC(=O)C(C)(C)C)c1	-1.6	-4	-0.1	-9
COc1cccc(NC(=O)C2C3C=CC4(O3)C2C(=O)N(Cc2ccc(F)cc2)C4C(=O)NC2CCCCC2C)c1 (configuration not stated)	1.8	12	0.2	3
CC(=O)NS(=O)(=O)c1ccc(NC(=O)N2CCOCC2)cc1	0.6	-2	-0.1	-3
SMILES	GPR151 ag	TEAD-YAP inh	FBW7 activator	MITF primary
O=c1[nH]c(CSc2n[nH]c(-c3cccs3)n2)nc2ccsc12	0.2	-11	-0.1	2
Cc1ccc(CN2C(=O)C(C)(C)Oc3ccc(C(=O)N4CCCC4)cc32)cc1	0.3	-15	-0.1	0
O=C(Nc1cccc(Cl)c1Cl)c1cc2nc(-c3ccc(F)cc3)cc(C(F)(F)F)n2n1	3.8	15	0.1	7
Nc1nonc1-n1nnc(C(=O)NN=C2CCCC2)c1-c1ccc([N+](=O)[O-])cc1	0.3	0	0.5	0
CC1CCc2nn(CC(=O)NCCN3CCN(C)CC3)cc2C1 (configuration not stated)	3.2	-2	0.5	3
Cc1[nH]nc2c1C(c1ccc(C(C)C)cc1)C(C#N)=C(N)O2 (configuration not stated)	0.3	0	-0.1	-5
CCCC1=NN2C(=N)/C(=C/c3ccc(OCCOc4cc(C)ccc4C(C)C)cc3)C(=O)N=C2S1	1.7	-9	-0.1	4
O=C(Nc1ccc(F)cc1)Nc1ccc(-c2nnc3n2CCCCC3)cc1	-0.8	9	0.3	3
Cc1ccc(NC(=O)COC(=O)C23CC4CC(CC(O)(C4)C2)C3)c(C)c1	-1.5	15	0.2	8
O=C(COc1ccccc1)N(NC(=O)C(c1ccccc1)(c1ccccc1)c1ccc(O)cc1)c1ccccc1	-0.2	7	0.4	5
c1ccc2c(c1)CCN(Cc1nnnn1C1CCCCC1)C2	0.2	-3	-0.1	-4
O=C1CSC(c2cccc(F)c2)N1c1ccc(I)cc1 (configuration not stated)	-0.4	-13	0.2	15
CC1=C(C(=O)Nc2cccnc2)C(c2ccccn2)n2ncnc2N1 (configuration not stated)	-0.9	18	-0.1	6
C=CCNC(=O)/C(=C/c1ccc(OC)cc1)NC(=O)c1ccco1	1.7	8	1.0	18
O=C(COC(=O)c1ccc(OC(F)F)cc1)NCCCN1CCCC1=O	3.0	8	0.0	0

Ordered by formula weight (ascending): part of the list above
SMILES	GPR151 ag	TEAD-YAP inh	FBW7 activator	MITF primary
CC1CCc2nn(CC(=O)NCCN3CCN(C)CC3)cc2C1 (configuration not stated)	3.2	-2	0.5	3
C=CCNC(=O)/C(=C/c1ccc(OC)cc1)NC(=O)c1ccco1	1.7	8	1.0	18
O=c1[nH]c(CSc2n[nH]c(-c3cccs3)n2)nc2ccsc12	0.2	-11	-0.1	2
O=C(COC(=O)c1ccc(OC(F)F)cc1)NCCCN1CCCC1=O	3.0	8	0.0	0

Entries of single compounds, quoted from the list. Order of screens: GPR151 ag | TEAD-YAP inh | FBW7 activator | MITF primary
`Cc1[nH]nc2c1C(c1ccc(C(C)C)cc1)C(C#N)=C(N)O2` (configuration not stated) across the screens: 0.3 | 0 | -0.1 | -5
`CC1=C(C(=O)Nc2cccnc2)C(c2ccccn2)n2ncnc2N1` (configuration not stated) across the screens: -0.9 | 18 | -0.1 | 6

6 of these compounds in a different format:
mol | GPR151 ag | TEAD-YAP inh | FBW7 activator | MITF primary
Cc1[nH]nc2c1C(c1ccc(C(C)C)cc1)C(C#N)=C(N)O2 (configuration not stated) | 0.3 | 0 | -0.1 | -5
CCCC1=NN2C(=N)/C(=C/c3ccc(OCCOc4cc(C)ccc4C(C)C)cc3)C(=O)N=C2S1 | 1.7 | -9 | -0.1 | 4
O=C(Nc1ccc(F)cc1)Nc1ccc(-c2nnc3n2CCCCC3)cc1 | -0.8 | 9 | 0.3 | 3
Cc1ccc(NC(=O)COC(=O)C23CC4CC(CC(O)(C4)C2)C3)c(C)c1 | -1.5 | 15 | 0.2 | 8
O=C(COc1ccccc1)N(NC(=O)C(c1ccccc1)(c1ccccc1)c1ccc(O)cc1)c1ccccc1 | -0.2 | 7 | 0.4 | 5
c1ccc2c(c1)CCN(Cc1nnnn1C1CCCCC1)C2 | 0.2 | -3 | -0.1 | -4

High-throughput results from PubChem.
